rCAG RNA binder: molecules binding r(CAG) RNA repeats; inhibition, % at 3 µM; AID 651821; r(CAG) RNA repeat, TO-PRO-1 dye displacement fluorescence; hit rate 1.3% among 370,000;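 active = inhibition above the plate cutoff, the mean of all test compounds on that plate plus 3 SD, cut at about 35% in these data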;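 note: 0% = DMSO alone and 100% = 100 µM mitoxantrone as full dye displacement; higher means more dye released from RNA so lower well fluorescence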
LEDGF integ inh: blocks HIV-1 LEDGF/p75-dependent DNA integration; hit rate 0.64% among 370,000; AID 743269; inhibition, % at 3.7 µM; TR-FRET IN-LEDGF/p75 DNA integration, Eu/Cy5;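 active = inhibition above the screen-wide mean plus 3 SD, cut at about 13% in these data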;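 note: signal is the Cy5 over europium emission ratio at 671 and 618 nm; 0% = plate median of compound wells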
MBD2 inh: inhibitors of human MBD2 binding to methylated oligonucleotide | Q9UBB5 | TR-FRET | inhibition, % at 4.4 µM | hit rate 0.31% among 370,000 | AID 686964; in the data active = inhibition above about 13%
PRMT1 FP inh: blocks human protein arginine methyltransferase 1 | Q99873 | recombinant PRMT1, activity-based probe fluorescence polarization | inhibition, % at 2.79 µM | hit rate 1.3% among 370,000 | AID 652257;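 active = inhibition above about 21% made by adding two undisclosed values, limit read from the data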
Target sequence (Q99873 whole entry, looked up): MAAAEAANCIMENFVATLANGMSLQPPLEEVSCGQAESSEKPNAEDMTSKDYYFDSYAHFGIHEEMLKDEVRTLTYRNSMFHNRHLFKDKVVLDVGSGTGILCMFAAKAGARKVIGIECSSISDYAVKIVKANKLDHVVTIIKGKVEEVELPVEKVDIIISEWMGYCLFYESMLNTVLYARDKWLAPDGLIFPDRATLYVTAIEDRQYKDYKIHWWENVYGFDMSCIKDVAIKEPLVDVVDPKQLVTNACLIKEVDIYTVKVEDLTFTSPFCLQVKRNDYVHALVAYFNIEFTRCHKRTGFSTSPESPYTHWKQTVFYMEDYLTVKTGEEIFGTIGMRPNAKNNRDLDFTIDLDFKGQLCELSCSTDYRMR
ABHD4 inh: inhibits mouse alpha/beta hydrolase domain 4. Q8VD66. purified mABHD4, FP-Rh probe fluorescence polarization. inhibition, % at 8.92 µM. hit rate 0.54% among 370,000. AID 720543;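 active = inhibition exceeding the mean over every tested compound plus 3 SD, cut at about 30% in these data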;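 note: 0% = plate median of compound wells and 100% = S159A mutant with DMSO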
Target sequence (Q8VD66 whole entry, looked up, the tested form may be a part): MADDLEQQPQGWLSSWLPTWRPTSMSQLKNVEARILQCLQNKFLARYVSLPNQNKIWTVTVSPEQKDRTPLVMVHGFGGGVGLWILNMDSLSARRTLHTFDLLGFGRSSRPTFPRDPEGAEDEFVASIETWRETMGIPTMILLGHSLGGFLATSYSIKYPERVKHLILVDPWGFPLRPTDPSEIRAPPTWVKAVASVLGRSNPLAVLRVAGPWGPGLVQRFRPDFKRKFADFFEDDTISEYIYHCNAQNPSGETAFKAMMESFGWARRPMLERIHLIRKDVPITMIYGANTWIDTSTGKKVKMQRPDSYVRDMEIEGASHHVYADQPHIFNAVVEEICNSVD
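System: mouse ABHD4 enzyme, wild type / Medium: HEPES pH 7.0, NaCl, Pluronic buffer / Reagent: FP-Rh activity-based fluorescent probe / Control set: S159A mutant high control, sample median low control / Detection: fluorescence polarization with parallel and perpendicular emission, 525/598 nm / Schedule: 45 min + 60 min at 25 °C / Compound dosing: 8.92 µM, single dose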
TCR-CD3 inh: blocks the human TCR-CD3 interaction. TAMRA-labeled TCR probe fluorescence, biochemical. inhibition, % at 9.4 µM. hit rate 0.37% among 360,000; in the data active = inhibition above about 19%;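 note: recombinant mutant TCR 2C K166C tagged with TAMRA read by polarization; 0% = receptor in buffer alone and 100% = receptor with positive control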
UHRF1 binding: human UHRF1 methylated DNA binding inhibitors | AID 687016 | inhibition, % at 4.4 µM | Q96T88 | hit rate 0.75% among 370,000 | UHRF1 binding to methylated oligo, TR-FRET; in the data active = inhibition above about 21%;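 note: UHRF1 SRA domain binding a hemimethylated CpG hairpin DNA probe; 0% = median of test compound wells and 100% = reference inhibitor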
HTRA1 inh: blocks human HTRA1 serine peptidase; Q92743; recombinant HTRA1, FP-rhodamine activity-based probe, fluorescence polarization; inhibition, % at 5.96 µM; hit rate 0.5% among 340,000; in the data active = inhibition above about 36%;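 note: 0% = enzyme with DMSO and 100% = wells lacking enzyme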
PG9 binder: binds the HIV-1 gp120 antibody PG9 | TR-FRET gp120-PG9 antibody binding | inhibition, % at 6.7 µM | hit rate 0.43% among 360,000 | AID 624416; in the data active = inhibition above about 8.5%
NR1D1 modulator: Rev-erb alpha (human) modulation; activity, % at 10 µM; P20393; AID 1259318; hit rate 0.79% among 370,000; Rev-erbα–FITC-DNA binding, fluorescence polarization, 90 min;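 active = activity above about 14%, limit read from the data; passing the limit was not always enough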;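 note: 0% = DMSO wells with 35 nM protein and 100% = DMSO wells with 750 nM protein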
The depositor's hits bear a star; . = not tested or not shown. This is a subset (hit frequency here may not be typical).

#1 CN(CC(=O)Nc1cccc(F)c1)C(=O)C1CCN(C(=O)c2ccc(Cl)cc2)CC1
#2 COc1cc(S(=O)(=O)n2ccc(C)n2)ccc1Cl
#3 O=S(=O)(NCC(c1ccccc1)N1CCNCC1)c1ccc(Cl)cc1 (stereo not drawn)
#4 O=C(COC(=O)c1cc(Cl)ccc1O)NCC1CCCO1 (stereo not drawn)
#5 CCCCC(CC)COC(=O)C(C#N)=C(c1ccccc1)c1ccccc1 (stereo not drawn)
#6 Cc1ccnc(S(=O)(=O)Cc2ccc([N+](=O)[O-])cc2)n1
#7 CN(C)c1ccc(C(CNC(=O)c2ccco2)N2CCCC2)cc1 (stereo not drawn)
#8 Cc1ccccc1Cn1cc(NC(=O)CSc2nc3c(c(C(F)(F)F)n2)CCc2ccccc2-3)cn1

assay / compound	1	2	3	4	5	6	7	8
rCAG RNA binder	1	-1	9	-3	3	-1	-1	6
LEDGF integ inh	-1	1	-3	-3	2	2	2	6
MBD2 inh	-3	3	2	0	0	-1	1	1
PRMT1 FP inh	-3	0	3	0	0	-2	2	1
ABHD4 inh	0	-10	16	5	3	-7	5	-7
TCR-CD3 inh	-3	6	-4	-8	2	0	-3	-5
UHRF1 binding	0	3	2	2	0	-1	1	-3
HTRA1 inh	2	-7	-2	2	-4	1	4	-20
PG9 binder	0.5	-2.4	0.6	-2.0	-1.8	0.1	0.0	1.8
NR1D1 modulator	-2	2	-3	2	1	0	-1	19*

#9 C[N+](C)(C)c1ccc(/C=N/Nc2nc(Cl)c(C#N)c(Cl)c2Cl)cc1
#10 O=C(Cn1c2ccc(F)cc2c2nc3n(c(=O)c21)CCS3)NC1CCCC1
#11 CCN(CC)CCNC(=O)Cc1c(C(=O)O)n(C)c2ccccc12
#12 O=C(NCCCN1CCN(c2ccccc2F)CC1)Nc1ccc(F)cc1
#13 COc1ccc(NC(=O)CSc2ccc3c(c2)OCCO3)cc1
#14 S=C(NCCN1CCOCC1)Nc1ccc(Br)cc1
#15 Cc1cccc(NC(=S)NC2CCCCCC2)c1C
#16 COCC(C)n1c(SCc2cc(=O)n3cc(C)ccc3n2)nc2ccccc2c1=O (stereo not drawn)

assay / compound	9	10	11	12	13	14	15	16
rCAG RNA binder	9	1	-3	-7	-1	0	-2	-6
LEDGF integ inh	3	-5	0	-2	1	2	2	-4
MBD2 inh	1	7	1	3	-6	-6	0	3
PRMT1 FP inh	3	6	2	-4	5	0	-1	0
ABHD4 inh	7	-4	0	9	-3	-4	-4	5
TCR-CD3 inh	-15	-12	2	4	-8	4	3	3
UHRF1 binding	3	7	-3	0	0	0	0	0
HTRA1 inh	18	0	8	-2	-3	4	-3	2
PG9 binder	-1.9	2.2	-0.6	-1.7	3.8	-0.6	-1.9	-1.6
NR1D1 modulator	4	5	-6	1	8	2	6	1

#17 COC(=O)C(C)N(C#N)c1nc(C)nc(C)n1 (stereo not drawn)
#18 COC(=O)[C@H](N[C@H](/C=C/c1ccccc1)[C@@H](O)Cc1ccccc1)c1ccccc1
#19 CCCCN1CNC(=S)N(c2cc(C)ccc2C)C1
#20 O=S(=O)(N[C@H](CO)Cc1ccccc1)c1ccc(Br)cc1F
#21 COc1cc(NS(=O)(=O)c2ccc(C)cc2)ccc1-n1cnnn1
#22 COC(=O)c1cnc2c(c(C)nn2C)c1OC
#23 Cc1ccnc(NC(=O)CCC(=O)N(CC(=O)NC(C)(C)C)c2ccc3c(c2)OCCO3)c1
#24 FC(F)(F)c1ccccc1Cn1ccc2ccc(-c3ccc4ccn(Cc5ccccc5)c4c3)cc21

assay / compound	17	18	19	20	21	22	23	24
rCAG RNA binder	-1	1	-3	2	1	-2	-7	15
LEDGF integ inh	2	-1	-6	1	-7	0	-1	-3
MBD2 inh	0	-2	4	3	-2	-2	-1	0
PRMT1 FP inh	2	0	2	1	-1	4	-1	4
ABHD4 inh	-2	-9	-2	3	-2	5	2	4
TCR-CD3 inh	2	8	-1	1	-6	-1	-3	.
UHRF1 binding	2	1	3	-2	4	-2	0	0
HTRA1 inh	-3	.	7	4	5	.	4	.
PG9 binder	-2.7	-0.2	-0.4	-0.3	-0.2	-1.8	0.2	.
NR1D1 modulator	1	1	0	5	-8	3	-3	12

Copied from the list:
In rCAG RNA binder, `FC(F)(F)c1ccccc1Cn1ccc2ccc(-c3ccc4ccn(Cc5ccccc5)c4c3)cc21` is entered as 15
In TCR-CD3 inh, `CCCCN1CNC(=S)N(c2cc(C)ccc2C)C1` is entered as -1
In LEDGF integ inh, `COC(=O)[C@H](N[C@H](/C=C/c1ccccc1)[C@@H](O)Cc1ccccc1)c1ccccc1` is entered as -1
In NR1D1 modulator, `COC(=O)c1cnc2c(c(C)nn2C)c1OC` is entered as 3
In PRMT1 FP inh, `COC(=O)C(C)N(C#N)c1nc(C)nc(C)n1` (stereo not drawn) is entered as 2
In TCR-CD3 inh, `O=S(=O)(N[C@H](CO)Cc1ccccc1)c1ccc(Br)cc1F` is entered as 1

Next part
#25 Cc1ccc(-c2noc(-c3ccccc3C(=O)N3CCN(C)CC3)n2)cc1
#26 CCOc1ccc(NC(=O)COC(=O)Cc2ccc(S(=O)(=O)N3CCOCC3)s2)cc1
#27 COC(=O)[C@]12C[C@H](CC(=O)N3CCN(C(=O)c4ccco4)CC3)C(=O)N(CCc3ccc(OC)c(OC)c3)C1=C[C@H](C1CCCC1)O[C@@H]2C
#28 COC(=O)CCC(=O)OC
#29 O=C(Nc1ccccc1)Nc1ccc(Cl)c([N+](=O)[O-])c1
#30 CCOC(=O)c1ccc(NC(=O)c2cc3c(C)nn(-c4ccccc4Cl)c3s2)s1
#31 OC(COc1ccc(F)cc1)CN1CCN(CC(O)COc2ccc(F)cc2)CC1 (stereo not drawn)
#32 Cc1ccc(S(=O)(=O)CCC(=O)OCC(=O)Nc2cc(C)on2)cc1

assay / compound	25	26	27	28	29	30	31	32
rCAG RNA binder	-4	16	7	7	6	-1	-7	-3
LEDGF integ inh	-2	-2	-3	-1	1	-2	0	3
MBD2 inh	-2	1	1	-4	-3	3	-1	-7
PRMT1 FP inh	0	0	0	-5	-1	2	-2	-2
ABHD4 inh	-3	-2	-6	3	-19	-5	-3	-8
TCR-CD3 inh	-1	-1	.	3	1	-5	0	5
UHRF1 binding	1	-2	-1	-1	-1	2	2	-1
HTRA1 inh	2	-13	.	2	-21	3	5	-1
PG9 binder	-1.6	-1.3	.	-0.3	-0.8	1.2	2.1	-0.8
NR1D1 modulator	-2	0	-2	-3	6	8	-3	2

#33 CCn1c(=O)c(=O)[nH]c2cc(C(=O)NCc3ccc(F)cc3)ccc21
#34 O=C(NC(=S)N1CCCCC1c1cccnc1)c1ccc(Br)cc1 (stereo not drawn)
#35 Cc1noc(C)c1S(=O)(=O)Nc1cccc(CO)c1
#36 C=CCN=C1CCCc2c1[nH]c1ccc(C)cc21
#37 CCCNc1ccc(S(=O)(=O)N(C(C)C)C(C)C)cn1
#38 NC1=NC(=O)/C(=C/c2ccsc2)S1
#39 O=C(Cc1ccc([N+](=O)[O-])cc1)Oc1ccccc1
#40 COc1ccc(/C=C2\Oc3cc(OCC(=O)N4CC(O)C[C@H]4C(=O)O)ccc3C2=O)c(OC)c1OC (stereo partly drawn)

assay / compound	33	34	35	36	37	38	39	40
rCAG RNA binder	2	1	0	2	-5	1	2	26
LEDGF integ inh	1	0	-2	1	-1	1	6	0
MBD2 inh	0	-2	-1	-3	-4	-7	7	-5
PRMT1 FP inh	-5	4	2	0	-1	-2	2	-1
ABHD4 inh	-21	4	0	0	-2	-6	-12	0
TCR-CD3 inh	-28	-5	1	4	1	1	0	-8
UHRF1 binding	0	2	2	-2	1	-9	4	-2
HTRA1 inh	-29	1	5	-3	11	7	-1	-4
PG9 binder	-1.2	0.8	-1.3	-0.8	-1.6	-3.4	0.3	-7.5
NR1D1 modulator	2	-8	1	7	-4	-4	0	1

Part of the list above with just LEDGF integ inh:
cpd	compound	LEDGF integ inh
37	CCCNc1ccc(S(=O)(=O)N(C(C)C)C(C)C)cn1	-1
38	NC1=NC(=O)/C(=C/c2ccsc2)S1	1

(cont.)
#41 NC(=O)CC(NC(=O)Cc1ccc(Br)cc1)c1ccc(N2CCC(N3CCCCC3)CC2)c([N+](=O)[O-])c1 (stereo not drawn)
#42 Cc1ccc(Nc2cc(=O)[nH]c(=O)[nH]2)cc1C
#43 CC(C)CCn1c(=O)c2c(nc3n2CCCN3Cc2ccccc2)n(C)c1=O
#44 O=C(Nc1ccnc(-c2cccnc2)n1)c1ccc(Cl)cc1
#45 O=C(CCSc1ccc(F)cc1)Nc1ccc(-n2cnnn2)cc1
#46 Cc1ccc(C(=O)CSC2=NC(N)=C(C#N)C3(CCCCC3)C2C(N)=O)cc1 (stereo not drawn)
#47 O=C(CCCN1C(=O)c2ccccc2C1=O)Nc1ccccc1
#48 O=C(Nc1ccccn1)C1CCN(C(=O)c2ccc(Cl)cc2)CC1

assay / compound	41	42	43	44	45	46	47	48
rCAG RNA binder	-1	3	-2	0	4	9	-5	1
LEDGF integ inh	1	-1	-4	2	-1	-8	0	0
MBD2 inh	-7	2	6	0	-6	-6	0	-2
PRMT1 FP inh	0	-7	4	-1	-1	21	0	-4
ABHD4 inh	-3	3	9	-6	-5	10	-1	-2
TCR-CD3 inh	7	3	-3	4	8	9	-3	3
UHRF1 binding	-2	2	0	-2	1	-6	-1	0
HTRA1 inh	-1	7	-1	-5	-9	-6	9	7
PG9 binder	-2.4	0.2	-0.8	-1.0	-0.1	0.2	0.2	-0.1
NR1D1 modulator	4	-1	-1	45*	-3	-9	3	0

#49 O=C(CSc1nnc(-c2ccccc2O)o1)NC1CCCCC1
#50 O=C(/C=C/c1ccccc1)N(Cc1ccc(Cl)cc1)C1CCS(=O)(=O)C1 (stereo not drawn)
#51 COc1ccccc1-n1ccnc(SCC(=O)NCc2ccccc2)c1=O
#52 Cc1ccc(Oc2ccccc2NC(=O)CN2C(=O)NC3(CCCC3)C2=O)cc1
#53 CCn1c(C)[n+](CC)c2ccc(S(=O)(=O)N(C)C)cc21
#54 CCCC(=O)Nc1cc(-c2nnc(OC)c3ccccc23)ccc1N1CCOCC1
#55 O=C(Nc1cccn(Cc2c(F)cccc2Cl)c1=O)NC1CCCCC1
#56 COCC1CCCN(Cc2nc(C(c3ccccc3)c3ccccc3)no2)C1 (stereo not drawn)
#57 Cc1nc(SCC(=O)NC2CCS(=O)(=O)C2)c(C#N)c(C)c1C (stereo not drawn)
#58 CN(CCNC(=O)c1cn(C)c2ccc(S(=O)(=O)N(C)C)cc2c1=O)CCc1ccccc1
#59 CCCCN1C(=O)C(CC(=O)NCCCCc2ccccc2)CC(C(=O)N(C(C)C)C(C)C)=C1C (stereo not drawn)

assay / compound	49	50	51	52	53	54	55	56	57	58	59
rCAG RNA binder	0	1	-6	-6	0	-7	-8	-9	0	2	-1
LEDGF integ inh	-2	10	3	1	0	-1	3	1	4	7	0
MBD2 inh	0	1	0	-5	3	-4	3	2	1	7	-1
PRMT1 FP inh	-2	4	20	1	-2	-5	0	-2	-2	6	1
ABHD4 inh	-5	4	1	-6	2	0	-2	-3	-3	-5	5
TCR-CD3 inh	6	2	1	-2	4	3	3	3	2	-8	-6
UHRF1 binding	-2	2	5	7	-1	0	-3	2	-1	7	0
HTRA1 inh	-3	.	-5	0	-6	-5	-6	-1	16	0	1
PG9 binder	1.8	-0.4	-4.7	1.5	-1.0	-3.8	-1.1	-1.5	0.4	0.1	1.1
NR1D1 modulator	-9	-1	-2	5	-5	-3	7	0	6	-1	-7

Source: PubChem (several laboratories)
